KDM5B inh: Primary screen for KDM5B Histone Demethylases FDH-coupled qHTS | KDM5B demethylase, FDH-coupled NADH fluorescence (FDH is formaldehyde dehydrogenase) | Potency, µM (top dose mostly 57.7 µM), inactives show at the top dose activity change, negative = inhibition, usual class: inhibitors | hit rate 2.6% among 220,000; active = well fitted inhibition curve with a large enough effect; inconclusive = small, poorly fitted or top-dose-only effect; inactive = no such curve, though single readings can be large or run the other way; note: 0% is about no effect; nearly all actives have a fitted effect of over 70% in size
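Coupled FDH/NAD⁺ fluorescence readout. KDM5BΔAP 200 nM final; compound titration, 10 min RT preincubation; substrate mix 12.5 µM H3K4me3, 25 µM 2-OG, 50 µM Fe(II), 100 µM ascorbate, 0.25 mM NAD⁺, 0.25 U/mL FDH; ΔRFU over 30 min.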
Active calls of the source: *; i = inactive; ? = inconclusive; [ ] = remark or other dose. Potency is the fitted concentration of half-maximal effect.

SMILES,KDM5B inh
COc1ccc(CN2C(=O)N(c3ccc(C)cc3)C(=O)C2CC(=O)Nc2ccccc2)cc1OC (configuration not stated),-4.9%
COCc1noc(CN2CCN(C)C3(CCC(=O)N(CC4CC4)CC3)C2)n1 (configuration not stated),?
CCOC(=O)c1cnc2c(C)cc(Cl)cc2c1N1CCN(C)CC1,-6.5%
O=C(O)CCn1ncc2cc(OC3CCN(C(=O)Oc4ccccc4Cl)CC3)ccc21,-22.9%
O=C(Cc1c(F)cccc1Cl)NC1CCc2nn(CC3CC3)c(=O)n2CC1 (configuration not stated),-27.6%
CS(=O)(=O)c1ccc(C(=O)Nc2c(Cl)cc(NC(=O)c3cnccn3)cc2Cl)cc1,2.9%
O=C(C1CC=CCC1)N1CCCC(C(F)(F)F)C1 (configuration not stated),32.7%[activator]
O=C(Nc1ccc(C(F)(F)F)cc1)N1CCCC1c1nncn1C1CCCC1 (configuration not stated),30.2%[activator]
C/C=C/C=C/C(=O)Nc1ccc(OCCOC)cc1,15.4%
C=CCNc1nc(C(=O)OCc2ccc(F)cc2)cs1,21.3%
O=C(CCCn1c(=O)c2cccn2c2ccc(F)cc21)N1CCN(c2ccccn2)CC1,11.3%
Cn1nc(C(=O)N2CCc3nn(CC4CC4)c(=O)n3CC2)c2ccccc21,-33.4%
CCOCCn1ccc2c(OCC(=O)Nc3cc(C)cc(C)c3)cccc2c1=O,?
O=[S+]([O-])(c1cccnc1)N1CCNc2cnc(Nc3ccc(-n4ccnc4)cc3)nc2C1,?
CCCn1nc(C(=O)OCC(=O)Nc2c(C)cccc2C)c2ccccc2c1=O,7.8%

The closing 4 records of the section before come first, to join the parts:
SMILES,KDM5B inh
Cn1nc(C(=O)N2CCc3nn(CC4CC4)c(=O)n3CC2)c2ccccc21,-33.4%
CCOCCn1ccc2c(OCC(=O)Nc3cc(C)cc(C)c3)cccc2c1=O,?
O=[S+]([O-])(c1cccnc1)N1CCNc2cnc(Nc3ccc(-n4ccnc4)cc3)nc2C1,?
CCCn1nc(C(=O)OCC(=O)Nc2c(C)cccc2C)c2ccccc2c1=O,7.8%
Cc1cc(O)c(C(c2cccc(F)c2)N2CCC(C)CC2)c(=O)n1Cc1ccco1 (configuration not stated),?
O=C(c1ccc(F)cc1)n1nc(-c2cccnc2)nc1NCc1ccccc1,-10.8%
NC(=O)CNC(=O)C1=C[C@@H](NC(=O)Nc2cccc(F)c2)[C@@H](O)[C@H](O)C1,-19.8%[86.2 µM]
COc1ccc(Nc2nc3ccccc3nc2NS(=O)(=O)c2ccc(F)cc2)c(OC)c1,5.2%
CCCOc1nc2ccccc2nc1N1CCC(C(=O)Nc2ccccc2F)CC1,-12.0%
CSCCC(NS(=O)(=O)c1ccc2c(c1)oc(=O)n2C)C(=O)NCc1ccccc1 (configuration not stated),-15.9%
COc1cc(NC(=O)C(C)n2nc(-c3ccccc3)c3c(c2=O)CCCC3)cc(OC)c1 (configuration not stated),-2.0%
COC(=O)c1sc2cccc(F)c2c1S(=O)(=O)NCc1ccc(Cl)cc1,?
COc1ccc(-c2csc3nc(-c4ccc(C)cc4)oc(=O)c23)cc1OC,-0.1%
COC(=O)c1ccc2c(=O)[nH]c(CN(C)CC(=O)Nc3cccc(F)c3)nc2c1,-23.9%
Cc1nnc([C@@H]2CC(F)(F)CN2C(=O)c2ccco2)o1,-10.6%
Cc1ccc(-n2c(SCC(=O)Nc3ccc4c(c3)OCCO4)nnc2N2CCOCC2)cc1,8.8%
COc1ccc2c(-c3ccccc3)cc(SCC(=O)NCC(F)(F)F)nc2c1,?
CCC(=O)Nc1ccc2c(ccn2CCN2CCOCC2)c1,11.5%
Cc1noc(C)c1S(=O)(=O)N1CCCC(Cc2noc(-c3cccnc3)n2)C1 (configuration not stated),-4.2%
C=CCN(C)C(=O)[C@@H](C)C1CC[C@@]2(C)Cc3sc(NS(=O)(=O)c4ccc(Cl)cc4)nc3[C@@H](C)[C@@H]2[C@H]1O (some centres not stated),28.2µM*
O=C(c1cccc(F)c1)N1CC2CC(C1)[C@H]1CCCC(=O)N1C2 (some centres not stated),-14.3%
O=C(c1ccoc1)N1CCN(C(=O)c2nnn3c2COC(c2ccc(Cl)cc2)C3)CC1 (configuration not stated),7.6%
O=C(Cn1nc(C(=O)O)c2ccccc2c1=O)Nc1cc(Cl)cc(Cl)c1,19.6%
COc1cccc(C(=O)NCC(=O)N/N=C/c2ccc3c(c2)OCO3)c1,-10.0%
OCC1CN(Cc2ccccc2)CC12CCN(C1CCC1)CC2 (configuration not stated),-21.3%
O=C(c1cc2ccccc2o1)N1CCC2(CCCN(Cc3ccccc3F)C2)C1 (configuration not stated),?
Cc1ccc(-c2nc3c(cnn3-c3ccccc3)c(=O)n2-c2ccc(Cl)cc2)cc1,?
O=S1(=O)c2ccccc2N(Cc2ccccc2Cl)c2ccccc21,?
Cc1ccc([N+](=O)[O-])c(Oc2ncnc3c2oc2ccccc23)c1,-12.6%
COc1cc(/C=C/c2nc(C#N)c(NC(C)c3ccccc3)o2)cc(OC)c1OC (configuration not stated),?
Cc1ccccc1S(=O)(=O)N1CCC(CCC(=O)N(C)Cc2cccnc2)CC1,-9.3%
Cc1cc(C(=O)N2CCC(N3CC4CC(C3)[C@H]3CCCC(=O)N3C4)CC2)n(C)n1 (some centres not stated),?
O=C(Nc1cc(C(F)(F)F)ccc1C(=O)O)c1ccccc1Cl,20.2%
CC1=CC(=O)c2ccc3c4c(ccc1c24)CC3,?
O=C(COc1ccccc1Cl)N(Cc1ccco1)c1ccccn1,8.0%
COc1ccccc1Cn1nnc2c(=O)[nH]c(C3CCN(C(=O)c4ccc(C)cc4)CC3)nc21,1.5%
CCc1ccc(C(=O)c2cn(CC(=O)Nc3ccc(OC)cc3)c3cc4c(cc3c2=O)OCO4)cc1,-24.8%
CC1CCC(N(C)C(=O)c2cc3ccccc3oc2=O)CC1 (configuration not stated),7.8%
CS(=O)(=O)Nc1ccc(C2(C(=O)NCc3cc(F)cc(F)c3)CCCCC2)cc1,10.9%
Cc1sc2ncn(CC(=O)N3CCC(C(N)=O)CC3)c(=O)c2c1S(=O)(=O)N1CCOCC1,26.6%
CN(C)c1ccc(CN2CCOC[C@H]2c2ncc(-c3cccc(F)c3)[nH]2)cc1,?
CC1(C)CC(NC2C3CC4CC(C3)CC2C4)CC(C)(C)N1 (configuration not stated),21.1%
Cc1nc(-c2ccc(F)cc2)sc1CCNC(=O)c1ccc(OC(C)C)cc1,?
Cc1ccc(OCc2nc(-c3ccc(C(=O)N4CCN(c5cccc(C(F)(F)F)c5)CC4)cc3)oc2C)cc1,-18.1%
CC(CCc1ccccc1)NC(=O)CNC(=O)c1cccs1 (configuration not stated),15.5%
Cc1noc(C)c1CC(=O)N1CCC(c2n[nH]c(=O)n2Cc2ccc(F)cc2)CC1,3.9%
CC1(Cc2ccc3c(c2)OCO3)CCC(=O)N(CCc2ccncc2)C1 (configuration not stated),-1.4%
CCOC(=O)c1[nH]c2ccc(OC)cc2c1NC(=S)N1CCN(c2ccccn2)CC1,-4.2%
CCCCSc1nc2c(c(=O)[nH]c(=O)n2C)n1CCCC,10.2%

Marked active in KDM5B inh, of those listed so far:
SMILES,KDM5B inh
C=CCN(C)C(=O)[C@@H](C)C1CC[C@@]2(C)Cc3sc(NS(=O)(=O)c4ccc(Cl)cc4)nc3[C@@H](C)[C@@H]2[C@H]1O (some centres not stated),28.2µM*

(list continues)
SMILES,KDM5B inh
Cc1ccc2c(=O)c(-c3nc(-c4ccccc4C)no3)cn(CC(=O)NCc3cccs3)c2n1,?
Cc1ccc(C(=O)Nc2ccc3oc(-c4cc(Br)ccc4Cl)nc3c2)cc1,-7.3%
CCN(CC)C(=O)[C@@H]1C[C@H](N)CN1C(=O)c1cc2ccccc2n(C)c1=O,31.6µM*
CCC1CCc2sc(C(=O)NC3CCCC3)cc2C1 (configuration not stated),21.2%
COCCN(Cc1cnn(-c2ccccc2C)c1)CC1CC1,-10.4%
COC(=O)C1CCN(S(=O)(=O)c2cc3c4c(c2)CC(=O)N4CCC3)CC1,-21.5%
COc1ccc(CNC(=O)[C@@H]2CCC[C@@H](NCc3cnn(C)c3)CN(C)C(=O)C2)cc1,-10.3%[86.2 µM]
CN(C(=O)Cn1ccn2nc(-c3ccccc3)c(CO)c2c1=O)c1ccccc1,-1.7%
Cc1ccc(OCC(O)Cn2nnc(-c3cccnc3)n2)c(C)c1 (configuration not stated),9.2%
Cc1cccc(-c2nc(CN3CCCC(C(=O)NCc4ccc(Cl)cc4)C3)c(C)o2)c1 (configuration not stated),-5.7%
COc1cccc(CNCCSc2nnnn2C)c1OCc1ccc(Cl)cc1Cl,-24.0%
O=C(CCc1c[nH]c2ccccc12)OCC(=O)c1ccc2ccccc2c1,-0.6%
O=C(NC1CCCC1)c1ccc2noc(-c3ccc(Cl)cc3)c2c1,17.7%
CCc1cc(=O)oc2cc(OC(=O)CN3C(=O)NC4(CCCC4)C3=O)ccc12,i
O=C(NC[C@H]1O[C@@H](CC(=O)N2CCN(c3ccccn3)CC2)[C@H](O)[C@@H]1O)Nc1ccccc1,?
CCCc1noc(-c2ccn3c(CNC(=O)c4cccc(C)c4)nnc3c2)n1,i
CCCn1c(CNC(=O)c2ccc(F)cc2)nc2ccccc21,-3.0%
CC(=O)c1ccc(N2CCN(Cc3nnc(-c4ccc(Br)s4)o3)CC2)c(F)c1,3.6%
Cc1ccc(CC(=O)NCc2ccccn2)cc1,-7.0%
CSc1ccccc1C(=O)Nc1c(F)cc(F)cc1Br,7.4%
COc1ccc(CN(C)Cc2ncccc2C(=O)O)cc1,-16.3%
CC1=C[C@@H](CN2CCC(C(N)=O)CC2)[C@H](C(C)C)C[C@H]1Cc1nnc(-c2ccccc2F)o1,-11.1%
CC1CCCN(S(=O)(=O)c2ccc3c(c2)c(=O)nc2ccccn23)C1 (configuration not stated),?
Cc1cccc(C)c1OC(=O)CSc1nnc(-c2ccc3c(c2)OCO3)o1,-27.5%
CCCCc1nn2c(=O)cc(COC(=O)c3ccc(NC(=O)C4CCCCC4)cc3)nc2s1,-8.2%
O=C(Cn1c(=O)n(CC2CCCO2)c(=O)c2ccccc21)Nc1cccc(Cl)c1 (configuration not stated),-5.4%
O=C(CSc1nc2c(c(=O)[nH]1)CN(Cc1ccc(F)cc1)CC2)Nc1cccc(C(F)(F)F)c1,?
Cc1ccc(C)c(-c2nn(CC(O)COCc3ccccc3)c(=O)c3ccccc23)c1 (configuration not stated),19.7%
COc1cccc2cc(S(=O)(=O)c3ccccc3F)c(=O)oc12,9.6%
CC12CC3(C)CC(C)(C1)CC(N)(C2)C3,-5.7%
CCCn1c(N)c(N2CCOCC2)c(=O)n(CC(=O)NCc2ccc(F)cc2)c1=O,-17.5%
CNc1nccc(N2CCC(CC(=O)N3CCN(c4ccccc4C)CC3)CC2)n1,-31.0%
O=C(Nc1oc2ccc(Cl)cc2c(=O)c1-c1ccccc1)c1ccco1,-5.3%
COC[C@@H]1CN(S(=O)(=O)c2cccc(F)c2)C[C@H]1c1nc(C)no1,26.3%
CCC(=O)N1CCN(c2cc3c(cc2F)c(=O)c(C(=O)O)cn3CC)CC1,?
Cc1ccccc1CN1CC[C@H](c2nc3ccccc3s2)C1,?
C[C@@H](NC(=O)c1cnccn1)c1onc(-c2ccccc2)c1C(=O)O,-17.2%[86.2 µM]
CC(C)n1nnnc1SCC(=O)c1c(N)n(C2CC2)c(=O)[nH]c1=O,18.4%
O=C(O)CC/C(=C\c1ccc2c(c1)OCO2)c1nc2ccccc2s1,-22.9%
Cc1ccc(NC(=O)Cn2c(=O)n(Cc3ccc4c(c3)OCO4)c(=O)c3oc4ccccc4c32)cc1C,?
O=C(COc1ccc(F)cc1)N1CCCCC1c1nc(CCOCC2CCCC2)no1 (configuration not stated),-10.3%
CN(Cc1ccco1)C(=O)COc1ccc(N(C)S(=O)(=O)c2cccs2)cc1,2.8%
COc1ccc(/C=N/NC(=O)Cn2nc([N+](=O)[O-])cc2C)c(OC)c1OC,-8.9%
COc1ccc(S(=O)(=O)N2CCCCC2)cc1NC(=O)c1cccnc1SC,32.9%
Cc1ccc(-c2ccc(C=O)o2)c(Br)c1,-20.3%
Cc1ccc(NC2(c3nnnn3-c3ccccc3C)CCCC2)cc1,-16.9%
COc1cccc(NC(=O)c2oc3ccccc3c2NC(=O)c2ccc(F)c(F)c2)c1,-1.9%
CC(Oc1ccc(Br)cc1Cl)C(=O)NC1(C#N)CCCCC1 (configuration not stated),-4.4%
Cc1ccccc1CN(C)CC(O)COc1ccc(-c2ccccc2)cc1 (configuration not stated),-13.5%
CC(C)(C)C(=O)CSc1ncnc2c1cnn2-c1ccccc1,28.5%
C=CCn1c(SCC)nc2c1c(=O)[nH]c(=O)n2C,-3.3%
CC(C)c1nc2c(c(-c3ccc(O)cc3)n1)CN(C(=O)c1ccc(C(F)(F)F)cc1)CC2,-3.8%
FC(F)(F)c1ccc(CNc2cc(Cl)nc3ccnn23)cc1,-7.6%[86.2 µM]
COCCN1C(=O)CC[C@]2(C(=O)NCc3ccccc3C)CCCC[C@@H]12,-20.6%
CC(C)n1c(SCCCn2c(=O)c3c(ncn3C)n(C)c2=O)nc2ccccc21,10.3%

Only part of the results is shown; count on the stated rates, not on these rows.
